influenza NS1A: H1N1 influenza NS1A inhibitors, functional cell based assay (AID 504329) | NS1A functional cell-based assay, percent inhibition; higher % means a stronger effect | inhibition, % at 12.5 µM; hits with a dose series show IC50 in µM | hit rate 0.3% among 340,000; in the data active = a potency from the dose series; inconclusive = inhibition above about 27% without an active follow-up result; also: strong numbers were not always called active
PhoP GFP inhibition: Inhibition of PhoP regulon, Salmonella typhi GFP reporter cells, confirmation, 4 h (AID 1850); inhibition, % at 50 µM, or IC50 in µM where a hit was titrated; hit rate 0.33% among 310,000; Salmonella Typhi PhoP-promoter GFP reporter, fluorescence, 4 h; higher % means a stronger effect; in the data active = a potency from the dose series; inconclusive = inhibition mostly from about 25% at the one dose, without a potency; inactive = the rest, 99 in 100 with inhibition below about 19%;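 also: 0% = induced wells with vehicle and 100% = uninduced wells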
inhibitors of VEEV: inhibitors of VEEV TC-83 cytopathic effect, confirmation, Vero cells (AID 588727) | Vero cells, VEEV TC-83 cytopathic effect inhibition; higher % means a stronger effect | one-dose inhibition, % at 20 µM; IC50 in µM for titrated hits | hit rate 0.13% among 350,000; in the data active = a potency from the dose series; inconclusive = inhibition mostly from about 14% at the one dose, without a potency; inactive = the rest, 99 in 100 with inhibition below about 12%; also: strong numbers were not always called active
M. tuberculosis HTS: M. tuberculosis growth inhibition, HTS (AID 449762); one-dose inhibition, % at 25 µM; IC50 in µM for titrated hits; hit rate 0.59% among 330,000; M. tuberculosis H37Rv growth inhibition, 7H9 media; higher % means a stronger effect; in the data active = a potency from the dose series; inconclusive = inhibition above about 70% without an active follow-up result;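 also: bacterial growth assessed after seven days of incubation; strong numbers were not always called active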
M. tuberculosis: growth inhibition of non-replicating M. tuberculosis (AID 488890); inhibition, % at 25 µM, or IC50 in µM where a hit was titrated; hit rate 0.39% among 320,000; Mycobacterium tuberculosis non-replicating, growth inhibition; higher % means a stronger effect; in the data active = a potency from the dose series; inconclusive = inhibition mostly from about 82% at the one dose, without a potency; inactive = the rest, 99 in 100 with inhibition below about 76%;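 also: plate controls were DMSO cells for no effect and high antibiotic wells for full effect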
inhibitors of VEEV 10K pilot screen: also measured in inhibitors of VEEV; calls as there; inhibition, %; measured here: 10K pilot screen inhibition
Starred values were filed as active, the others as inactive; i = inactive; ? = inconclusive; · = not tested or not shown; & = joins results of further samples.

SMILES	influenza NS1A	PhoP GFP inhibition	inhibitors of VEEV	M. tuberculosis HTS	M. tuberculosis	others
C=CCOC(=O)C1=C(C)OC(N)=C(C#N)C1c1ccoc1 (stereo not given)	5%	-5%	i	1%	-8%
CC(C)C[C@H](NC(=O)c1[nH]cnc1C(=O)N[C@@H](C)c1ccccc1)C(=O)OCc1ccccc1	-5%	16%	7.9%	2%	-1%
C/C(Cn1nnc2ccccc21)=N\NC(=O)c1ccc(Br)cc1	-1%	-3%	i	-3%	-5%
CC1C(=O)N2CCCc3cc(NC(=O)C(=O)NCCc4ccccc4)cc1c32 (stereo not given)	12%	5%	5.8%	15%	6%
CCc1nc(CN2CCN(c3ccc(C(F)(F)F)cn3)CC2)c(C)[nH]1	0%	-3%	i	9%	14%
O=C(NCc1ccc2c(c1)OCO2)C1CCCN1C(=O)Nc1ccc(Cl)cc1 (stereo not given)	0%	1%	i	0%	-2%
O=C(Nc1ccc(F)cc1Cl)c1ccc2c(=O)n3c(nc2c1)CCC3	13%	-6%	5.0%	2%	0%
Cc1cccc(C)c1NC(=O)COC(=O)c1ccc(N2CCCC2)c([N+](=O)[O-])c1	-4%	-3%	i	-4%	-5%
Cn1c(CCN2CCOCC2)nc2cc(NC(=O)COc3ccc([N+](=O)[O-])cc3)ccc21	0%	-5%	1.3%	41%	?
Cc1ccc(N(C(=O)c2ccco2)C(C(=O)NC2CCCC2)c2ccco2)c(C)c1 (stereo not given)	2%	-3%	5.7%	-8%	6%
COc1ccc(CN=CC2=C(O)CNC2=O)cc1OC	2%	-2%	1.8%	-5%	1%
CC1=C(C(=O)OC(C)C)C(c2ccc(F)cc2)NC(=O)N1 (stereo not given)	-6%	-16%	1.4%	8%	16%
O=C(COc1ccc(Cl)cc1)N1CCN(c2cccc(C(F)(F)F)c2)CC1	7%	-7%	3.9%	15%	49%
Cc1ccc(CCNC(=O)C2CCN(C(=O)N(C)C)CC2)cc1	-7%	-9%	0.3%	5%	-3%
O=C(N/N=C/c1ccco1)c1cc(-c2ccc(Cl)cc2)n[nH]1	-26%	1%	i	-5%	29%

Six structures out of the list, ordered by formula weight, high to low.
SMILES	influenza NS1A	PhoP GFP inhibition	inhibitors of VEEV	M. tuberculosis HTS	M. tuberculosis	others
Cn1c(CCN2CCOCC2)nc2cc(NC(=O)COc3ccc([N+](=O)[O-])cc3)ccc21	0%	-5%	1.3%	41%	?
O=C(NCc1ccc2c(c1)OCO2)C1CCCN1C(=O)Nc1ccc(Cl)cc1 (stereo not given)	0%	1%	i	0%	-2%
O=C(COc1ccc(Cl)cc1)N1CCN(c2cccc(C(F)(F)F)c2)CC1	7%	-7%	3.9%	15%	49%
Cc1ccc(CCNC(=O)C2CCN(C(=O)N(C)C)CC2)cc1	-7%	-9%	0.3%	5%	-3%
CC1=C(C(=O)OC(C)C)C(c2ccc(F)cc2)NC(=O)N1 (stereo not given)	-6%	-16%	1.4%	8%	16%
C=CCOC(=O)C1=C(C)OC(N)=C(C#N)C1c1ccoc1 (stereo not given)	5%	-5%	i	1%	-8%

(cont.)
SMILES	influenza NS1A	PhoP GFP inhibition	inhibitors of VEEV	M. tuberculosis HTS	M. tuberculosis	others
COCc1cc(N2CCOCC2)nc(-c2ccccc2)n1	-4%	-14%	4.2%	0%	-20%
CC(=O)N/C(=C/c1ccc(OS(=O)(=O)c2ccc(C)cc2)cc1)C(=O)Nc1ccc(C(=O)O)cc1	9%	-6%	0.8%	1%	19%
Cc1ccccc1Cc1c(C)nc2nc(SCC(=O)NCc3ccco3)nn2c1C	1%	4%	1.1%	3%	17%	inhibitors of VEEV 10K pilot screen=0.0
COc1ccc(-c2nnc(Nc3ccc(CC(N)=O)cc3)c3ccccc23)cc1	6%	-6%	1.1%	8%	39%
NNc1nc(-c2ccccc2Cl)nc2ccccc12	-4%	0%	i	15%	7%
CCOc1cc(CNC(=O)CCCn2c(=O)c3cccn3c3cccnc32)cc(OCC)c1OCC	8%	0%	6.6%	-6%	6%
CC1=NN(C(=O)c2ccccc2C)C(O)(c2ccc(Cl)cc2)C1 (stereo not given)	-6%	-2%	i	0%	?
O=C(CSc1ncnc2nc[nH]c12)N1CCN(c2ccc(Cl)cc2)CC1	-9%	2%	i	1%	5%
COC(=O)COc1ccc(S(=O)(=O)N2CCN(c3ccc(F)cc3)CC2)cc1	-4%	-9%	0.6%	-3%	79%
COc1ccc2[nH]c3c(c2c1)CCN1C(=O)C(CC(=O)NCc2cccc(C(F)(F)F)c2)C[C@H](C(=O)N2CCCCC2)[C@@]31C (stereo not given in full)	-2%	·	1.0%	·	·
CC(=O)c1ccc(S(=O)(=O)N2CCN(S(=O)(=O)c3ccccc3C(F)(F)F)CC2)cc1	0%	-4%	0.1%	3%	3%
O=C(CCNS(=O)(=O)c1ccccc1)Nc1ccc(Cl)cc1C(=O)c1ccccc1	-1%	-8%	1.1%	14%	13%
CCCCOC(=O)NC1(C)CCS(=O)(=O)C1 (stereo not given)	4%	-5%	0.5%	-1%	-19%
Cc1ccc(-c2cc(-c3ccc(F)cc3)nc(N)c2C#N)o1	5%	10%	10%	4%	32%
CC(C1CC1)N(Cc1ccccc1)C(=S)Nc1cccc(C(F)(F)F)c1 (stereo not given)	-1%	-7%	0.9%	7%	67%

2 neighbouring compounds out of the list so far, quoted:
SMILES	influenza NS1A	PhoP GFP inhibition	inhibitors of VEEV	M. tuberculosis HTS	M. tuberculosis	others
COCc1cc(N2CCOCC2)nc(-c2ccccc2)n1	-4%	-14%	4.2%	0%	-20%
CC(=O)N/C(=C/c1ccc(OS(=O)(=O)c2ccc(C)cc2)cc1)C(=O)Nc1ccc(C(=O)O)cc1	9%	-6%	0.8%	1%	19%

(more compounds)
SMILES	influenza NS1A	PhoP GFP inhibition	inhibitors of VEEV	M. tuberculosis HTS	M. tuberculosis	others
CCOC(=O)N1CCc2c(sc3nc(SC(C)C)n(N)c(=O)c23)C1	-1%	-9%	5.0%	7%	43%
O=C(Nc1ccccc1F)c1cc2c(s1)-c1ccccc1S(=O)(=O)C2	16%	7%	i	2%	-9%
O=C(NCC1CCCO1)c1ccc(NS(=O)(=O)c2cccc([N+](=O)[O-])c2)cc1 (stereo not given)	3%	1%	0.7%	0%	-4%
Cc1ccc(NN2C(=O)C=CC2=O)cc1	-6%	-4%	0.2%	0%	-15%
O=C(NC1CCCC1)C1CCN(C(=O)c2ccc(-c3ccccc3)cc2)CC1	-1%	0%	1.6%	4%	24%
COCCN1C(=O)C(=O)/C(=C(/O)c2ccc3c(c2)OCCO3)C1c1ccc(C(=O)OC)cc1 (stereo not given)	-1%	-5%	2.1%	-6%	3%
O=C(NC1CCS(=O)(=O)C1)/C(=C\c1ccco1)NC(=O)c1ccccc1 (stereo not given)	1%	6%	1.8%	-7%	-24%
CCOC(=O)c1ccc(NC(=O)c2ccc(OC(C)C)c(OC)c2)cc1	11%	23%	2.1%	?	43%
COc1cc(CCC(=O)N2CC(C)OC(C)C2)cc(OC)c1OC (stereo not given)	-6%	-14%	0.3%	2%	-2%
O=C(C1CCCN(Cc2ccccc2Cl)C1)N1CCCCC1 (stereo not given)	20%	-2%	0.7%	-6%	32%
CCC1(C)Cc2c(C#N)c(N)n(-c3ccccc3)c(=O)c2CO1 (stereo not given)	-2%	-6%	i	6%	7%
COc1ccc(CCNC(=O)C(=O)NCC2OCCN2S(=O)(=O)c2ccc(C)cc2)cc1OC (stereo not given)	6%	3%	0.6%	-7%	5%
COc1ccc(CCNC(=O)/C=C/c2ccco2)cc1OC	3%	-4%	1.4%	-2%	5%
CC(C)Oc1ccc2c(=O)c(-c3ccccc3)coc2c1	0%	-4%&-4%	5.3%	-1%	22%
Cc1ccc(NC(=O)c2nc[nH]c2C(=O)NCc2ccccc2)cc1	-9%	·	0.7%	40%	?
Cc1nnc(SCC(=O)N2c3ccccc3C(C)(c3ccccc3)CC2(C)C)s1 (stereo not given)	-5%	10%	2.4%	-16%	44%
O=c1cc(-c2ccccc2)c2c(O)cc(O)cc2o1	2%	-2%	0.6%	0%	-7%
C=CCN1C(=O)/C(=C/c2cc(C)n(-c3cccnc3)c2C)C(=O)NC1=S	1%	-12%	1.4%	-3%	-1%
CCOc1ccc(OCC)c(-c2c(=O)n(OCc3ccc(C(C)(C)C)cc3)c3ccccc3[n+]2[O-])c1	-4%	6%	i	-2%	8%
c1ccc(OCCCc2nc(-c3ccccn3)no2)cc1	-1%	-4%	0.8%	0%	38%
CCc1ccc(O)c(N=Cc2cccc(C)c2O)c1	-11%	-3%	i	-2%	0%
O=C(CSc1n[nH]c(=O)n1C1CC1)Nc1ccc(F)c(Cl)c1	0%	·	0.0%	-4%	-6%
COC(=O)c1ccc(NC(=O)CC(=O)Nc2ccc(C(=O)OC)cc2)cc1	27%	-11%	2.2%	-2%	-16%
CC(C)[C@H](NC(=O)N1CC(=O)Nc2ccccc21)C(=O)N[C@@H](C(=O)O)c1ccccc1	1%	5%	1.5%	0%	1%
COc1ccc(/C=N/NC(=S)SC)cc1OC	-8%	0%	2.0%	6%	1%
CN1c2ccccc2C(C)(C)C12CC(c1ccc(S(=O)(=O)N3CCCCC3)cc1)=NO2 (stereo not given)	0%	-1%	4.1µM*	7%	21%
CC(=O)Nc1nnc(COc2ccc(Cl)cc2)s1	2%	-2%	0.5%	-8%	-5%
COc1ccc(-c2nc(CS(=O)CC(=O)N3CCN(C)CC3)c(C)o2)cc1OC (stereo not given)	-3%	7%	2.4%	4%	-6%
O=C(CN(CCO)c1ccccc1)Nc1ccc(Cl)c(S(=O)(=O)N2CCOCC2)c1	-2%	-1%	1.5%	8%	0%
COc1cccc(C(=O)NCc2cn3ccsc3n2)c1	2%	2%	0.5%	-7%	-26%
Cc1ccc(NC(=O)CN2C(=O)NC(C)(CCc3ccccc3)C2=O)cc1 (stereo not given)	-10%	-3%	1.1%	-3%	17%
O=C(Nc1cccc(-c2ccc(N3CCOCC3)nn2)c1)c1ccccc1Cl	-15%	3%	3.0%	3%	-9%
CC(=O)c1c(C)[nH]c(C(=O)CN(C)CC(=O)Nc2ccccc2Cl)c1C	1%	·	11%	-5%	35%
CC(C)c1ccc(NS(=O)(=O)c2ccc3c(c2)oc(=O)n3C)cc1	12%	-7%	1.0%	1%	13%
CCOc1ccc(S(=O)(=O)n2ccc(C)n2)cc1	-1%	-2%	0.3%	-2%	-1%
CC[C@H](C)[C@H](NC(=O)c1ccccc1)C(=O)NC(CC(=O)O)c1ccc(F)cc1 (stereo not given in full)	-2%	1%	0.4%	4%	-12%
Cc1ccc(S(=O)(=O)NCC(=O)N2CCN(c3ccccc3F)CC2)cc1	12%	-13%	i	0%	12%
CCc1ccc([C@H]2C(C(=O)O)=C[C@@H](C(C)(C)C)N2S(=O)(=O)c2ccc(C)cc2)cc1	3%	·	i	-4%	59%
COc1cccc(NC(=S)N(CCCN2CCOCC2)Cc2cn(C)c3ccccc23)c1	8%	-5%	7.7%	-2%	-4%
Cc1ccc(NC(=O)CS(=O)CC(=O)Nc2ccccc2-c2ccc(C)o2)cc1 (stereo not given)	1%	41%	2.2%	1%	7%
CCOCCCn1c(SCC(=O)Nc2ccc(NC(C)=O)cc2)nc2ccccc2c1=O	25%	4%	1.8%	17%	-6%
COc1ccc(Cn2cccc(NC(=O)Nc3ccc(C#N)cc3)c2=O)cc1	1%	-9%	i	3%	5%
C[C@H](CO)N1C[C@H](C)[C@@H](CN(C)Cc2ccccc2)Oc2c(NS(=O)(=O)c3cn(C)cn3)cccc2C1=O	11%	·	i	-6%	5%
CC1CC(C)CN(S(=O)(=O)N2CCC(C(=O)NCCc3ccccc3)CC2)C1 (stereo not given)	-7%	6%	2.6%	1%	0%
CCOc1cc(C2NCc3ccccc3-n3cccc32)ccc1OC (stereo not given)	-1%	-1%	i	9%	1%
Cc1ccc(/C=C/c2nc3ccccc3[nH]2)o1	1%	12%	1.4%	-3%	28%
O=C(O)CSc1nccn1-c1cccc(Cl)c1	6%	-14%	1.1%	-4%	0%
O=C(NC1CCCCC1)[C@@H]1CSC2c3ccccc3C(=O)N21 (stereo not given in full)	-1%	0%	0.1%	-2%	-2%
O=[N+]([O-])c1cccc(-c2cc(C(F)(F)F)n3nc(-c4ccccc4)cc3n2)c1	0%	5%	4.3%	-1%	-7%
Nc1n[nH]c(N)c1N=Nc1ccc(Cl)cc1	0%	1%	0.8%	0%	25%
O=C(N/N=C\C1CC=CCC1)c1ccc(Br)o1 (stereo not given)	-2%	-6%	2.7%	-10%	-8%
